# Screening results as filed in PubChem.
# GalR3 antag: GalR3 antagonists in HEK293 cells, primary screen, cell-based, fluorescence readout | Galanin receptor type 3 (Homo sapiens), O60755 | HEK293 GalR3-CNG cAMP membrane potential fluorescence; galR3 body fused to GalR1 C-terminus | inhibition, % at 3 µM | actives 0.44% (n = 360,000) | AID 651719, 2012;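 active means inhibition above the screen-wide average plus 3 SD, cut at about 13% in these data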;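 further: forskolin and galanin both at EC90 stimulate the cells; cAMP rise reported by CNG channel membrane potential dye signal; 0% = forskolin plus galanin with DMSO and 100% = forskolin alone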
# Target sequence (O60755 1-299 limits assumed): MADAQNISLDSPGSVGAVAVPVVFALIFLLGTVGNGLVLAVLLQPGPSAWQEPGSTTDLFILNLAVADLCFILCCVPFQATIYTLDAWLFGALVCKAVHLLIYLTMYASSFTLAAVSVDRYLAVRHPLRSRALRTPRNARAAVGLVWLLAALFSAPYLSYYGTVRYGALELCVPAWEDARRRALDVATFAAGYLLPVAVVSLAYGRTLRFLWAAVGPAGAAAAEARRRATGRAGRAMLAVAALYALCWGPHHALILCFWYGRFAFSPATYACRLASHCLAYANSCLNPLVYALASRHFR
# The depositor's hits bear a star.
SMILES,GalR3 antag
CCN(C(=O)COC(=O)c1ccc2c(c1)OCO2)c1c(N)n(Cc2ccccc2)c(=O)[nH]c1=O,3
CC(=O)Nc1ccc(S(=O)(=O)N(C)c2ccc(OCC(=O)Nc3ccccc3C(C)=O)cc2)cc1,2
COc1ccc(S(=O)(=O)N2CCN(C(=O)Cc3ccsc3)CC2)cc1,-2
Cc1cccc2ccccc12,-1
CCOC(=O)c1cc2nc(OCC)nc(OCC)c2[nH]1,0
CC1(C(=O)Nc2cccc3ncccc23)CCN1C(=O)Cc1ccc(-c2ccccc2)cc1 (stereo unspecified),-4
COc1ccccc1C(=O)NCCC(=O)NCCOc1ccc(C)cc1,-2
O=C(/C=C/[C@H]1O[C@@H](n2ccc(=O)[nH]c2=O)[C@H](O)[C@@H]1O)NCc1ccccn1,-6
CCCCCN(C(=O)CCC(=O)OC(C)C(=O)Nc1ccccc1C)c1c(N)n(CCCC)c(=O)[nH]c1=O (stereo unspecified),-5
COC(=O)N(C)C[C@@H]1OCc2cnnn2CCCC(=O)N([C@@H](C)CO)C[C@@H]1C,-1

# Next part, starting with the last 7 of the part before.
SMILES,GalR3 antag
Cc1cccc2ccccc12,-1
CCOC(=O)c1cc2nc(OCC)nc(OCC)c2[nH]1,0
CC1(C(=O)Nc2cccc3ncccc23)CCN1C(=O)Cc1ccc(-c2ccccc2)cc1 (stereo unspecified),-4
COc1ccccc1C(=O)NCCC(=O)NCCOc1ccc(C)cc1,-2
O=C(/C=C/[C@H]1O[C@@H](n2ccc(=O)[nH]c2=O)[C@H](O)[C@@H]1O)NCc1ccccn1,-6
CCCCCN(C(=O)CCC(=O)OC(C)C(=O)Nc1ccccc1C)c1c(N)n(CCCC)c(=O)[nH]c1=O (stereo unspecified),-5
COC(=O)N(C)C[C@@H]1OCc2cnnn2CCCC(=O)N([C@@H](C)CO)C[C@@H]1C,-1
N#Cc1cccc(NC(=O)c2cc(C3CCCCN3C(=O)c3cccs3)on2)c1 (stereo unspecified),-7
COc1ccc(S(=O)(=O)N2CCCCCC2)cc1NC(=O)CCc1cc(OC)c(OC)c(OC)c1,-6
NC(c1ccccc1)c1csc(Nc2ccc(S(N)(=O)=O)cc2)n1 (stereo unspecified),-7
CC1OC1c1ccc(-c2ccc(C3OC3C)cc2)cc1 (stereo unspecified),-6
O=C(NCc1ccc(F)cc1)c1cc(C2CCCN(S(=O)(=O)c3ccccc3)C2)on1 (stereo unspecified),-8
COCCCNc1ccn2nc(-c3cccc(Cl)c3)cc2n1,-2
CCCCCCN1C[C@H](n2cc(C3CC3)nn2)[C@@H](O)C[C@@H]1c1ccccc1,-8
O=C(Nc1ccn(CCCNCC(c2ccccc2)c2ccccc2)c(=O)n1)OCc1ccccc1,-7
COc1ccc(NC(=O)COC(=O)c2ccc(S(=O)(=O)N(C)c3ccccc3OC)cc2)cc1,-4
Cn1c(=O)c2[nH]c(CCNC(=O)c3ccccc3)nc2n(C)c1=O,-4
Cc1nnc(-n2cccc2)s1,-5
O=C(/C=C1\OCc2ccccc21)OCc1ccccc1,2
CC(C)(C(=O)N1CCC1(C)C(=O)NS(=O)(=O)c1ccc(Br)cc1)c1ccccc1 (stereo unspecified),-7
NC(c1csc(Nc2cnccn2)n1)c1ccccc1Cl (stereo unspecified),-7
CCc1ccc(C#CC2=CC(=O)CC(C)(C)C2)cc1,-6
CCCCCc1c(-c2cccc(OC)c2)ncn1CCc1ccccc1OC,-9
Nc1[nH]c(C(=O)c2ccccc2)c(-c2ccc(Cl)cc2)c1C(=O)c1c[nH]c2ccc(F)cc12,-5
COCCN1C[C@@H](CO)O[C@@H](n2cnc3c(NCCN(C)C)ncnc32)C1,-6
CCOc1ccc(CCN2C(=O)C(=O)N([C@@H](Cc3ccc(O)cc3)CN3CCC[C@@H]3CN3C(=O)C(=O)NC[C@@H]3Cc3ccccc3)C[C@@H]2Cc2ccccc2)cc1,1
O=C1c2ccccc2C(=O)N1CCCCNc1ccccc1,-5
CN1CCN(C(=O)c2cccc(-c3cccc4nccn34)c2)CC1,-5
COc1ccc(NC(=O)Nc2nc(C(N)Cc3ccc(C(F)(F)F)cc3)cs2)cc1 (stereo unspecified),-8
COC(=O)[C@@]1(Cc2ccccc2)[C@H]2C(=O)N(C)C(=O)[C@H]2[C@H]2CN=C(SCC(=O)c3ccccc3)N21,-5
CCc1nc2c(OCc3ccc(F)c(F)c3)cccn2c1N(C)C(=O)C1CC1,-8
CCCCCCn1c(=O)n2n(c1=O)C[C@]1(OC(=O)NCc3ccco3)CN(S(=O)(=O)c3ccc(C)cc3)C[C@]1(O)C2,-6
CCOC(=O)C1=CCC(c2ccccc2C(F)(F)F)N(S(=O)(=O)c2ccc(C)cc2)C1 (stereo unspecified),-8
CC(C)NC(=O)C1(C)CCN1Cc1ccc(Cl)cc1 (stereo unspecified),-6
Cc1ccc(Cc2c(-c3cccc(Br)c3)nc3ccc(Br)cn23)cc1,-2
O=C(Cc1cccc(NC(=O)C2CCCN(C(=O)c3ccccc3)C2)c1)Nc1ccc(C(=O)N2CCCCC2)cc1 (stereo unspecified),-7
CCOC(=O)c1ccc(NC(=O)c2ncn3c2C(=O)NC[C@@H]3C)cc1,4
COc1ccc(NC(=O)c2cc(C3CCCCN3C(=O)c3cccs3)on2)c(C)c1 (stereo unspecified),1
CCCCNCCS(=O)(=O)NCc1ccccc1OC,-6
CC1=C2CCCC[C@@]23C2C(=O)N(C)C(=O)[C@@H]2ON3OC1 (stereo partly specified),-6
O=C(C1CN(C(=O)c2cc3ccccc3o2)c2ccccc2O1)N1CCCCC1 (stereo unspecified),-6
CCn1c(CC(=O)Nc2ccccc2F)nnc1SCC(=O)NC1=NCCS1,-8
Oc1ccc(C[C@@H](CN2CCCC2CN2C(=S)NC[C@@H]2Cc2ccccc2)N2C[C@H](Cc3ccccc3)N(CC3CCCCCC3)C2=S)cc1 (stereo partly specified),-3
Cc1ccc(S(=O)(=O)NC(=O)NC2=NC(C)(C)N(c3ccc(Cl)c(Cl)c3)C(N)=N2)cc1,0
Cc1cn([C@H]2C[C@H](O)[C@@H](/C=C/C(=O)NCCc3ccc4c(c3)OCO4)O2)c(=O)[nH]c1=O,-6
COc1cccc(-c2cnc3c(NC=O)cc(-c4cc(OC)c(OC)c(OC)c4)cn23)c1,-1
O=C1C(=C2CCc3ccccc32)Cc2ccccc21,-7

# The list goes on; the last 2 above are carried over.
SMILES,GalR3 antag
COc1cccc(-c2cnc3c(NC=O)cc(-c4cc(OC)c(OC)c(OC)c4)cn23)c1,-1
O=C1C(=C2CCc3ccccc32)Cc2ccccc21,-7
COc1cc(CNc2nccn3ccnc23)cc(OC)c1,-1
COc1ccc2nc(C)cc(Nc3ccccc3OC)c2c1,-2
COc1cccc(C=NNc2nnc(NN=Cc3cccc(OC)c3OC)c3ccccc23)c1OC,3
CN(C)c1ccc(-c2ccnc3c2CC(C)(C(=O)NCc2ccco2)O3)cc1 (stereo unspecified),-7
CCOc1ccc(S(=O)(=O)NCCC(=O)NNC(=O)c2ccc(F)cc2)cc1,3
COc1ccc(F)cc1-c1cc(C(=O)NCc2cc(C(F)(F)F)cc(C(F)(F)F)c2)[nH]n1,-4
COC1CC(NC(C)=O)C(OC(=O)c2ccccc2)C(CBr)O1 (stereo unspecified),0
Cc1nnc(Cc2ccco2)c2n[nH]c(C)c12,-3
CCOC(=O)c1c(C)[nH]c(C)c1C(=O)COC(=O)c1nn(CC)c(=O)c2ccccc12,-1
O=C(Nc1c[nH]c(=O)[nH]c1=O)OCc1ccccc1,-6

# Retrieved by compound from above, 3 records:
SMILES,GalR3 antag
CCOc1ccc(S(=O)(=O)NCCC(=O)NNC(=O)c2ccc(F)cc2)cc1,3
CN(C)c1ccc(-c2ccnc3c2CC(C)(C(=O)NCc2ccco2)O3)cc1 (stereo unspecified),-7
Cc1nnc(Cc2ccco2)c2n[nH]c(C)c12,-3

# Later entries
SMILES,GalR3 antag
CCc1nc2ccc(C(=O)NCCCn3ccnc3)cn2c1N(C)Cc1cccs1,-5
C[C@H]1CN([C@@H](C)CO)C(=O)c2cc(Br)cnc2O[C@H]1CN(C)C(=O)c1cnccn1,-1
CN1CCN(C(=O)c2cc3c(c(-c4cccc(C#CC(C)(C)O)c4)n2)[C@@H](CCO)N(S(=O)C(C)(C)C)C3)CC1 (stereo partly specified),-3
COc1ccccc1N(CC(=O)NCc1ccccc1)S(=O)(=O)c1cccs1,-7
CCOC(=O)N1CCN(C(=O)c2cccc(S(=O)(=O)Nc3ccc(F)cc3)c2)CC1,1
COC1CC(N)C2OC(c3ccccc3)OCC2O1 (stereo unspecified),-5
COC(=O)C[C@H]1CC[C@@H](NC(=O)Nc2c(C)noc2C)[C@@H](CO)O1,-7
Cc1cc(NC(=O)Cc2cn(C)c3ccccc23)ccc1Nc1cccnc1,-6
CC(O)(c1ccc(F)c(F)c1)c1nc(-c2cc(F)cc(F)c2)cs1 (stereo unspecified),-6
CC(NC(=O)c1ccccc1)C(=O)OCC(=O)Nc1cccc(S(=O)(=O)N2CCCC2)c1 (stereo unspecified),-4
COc1ccccc1NC(=O)COC(=O)c1cc2c(s1)CCC2,-3
COc1cccc(-c2ccc(CN3C(C)C(=O)N(Cc4cn(Cc5ccco5)nn4)CCS3(=O)=O)cc2)c1OC (stereo unspecified),-6
COc1ccc(CCNC(=O)Nc2nc(C(N)COCc3ccccc3)cs2)cc1OC (stereo unspecified),-5
O=[N+]([O-])c1ccc(NN=Cc2ccc(O)cc2O)nc1,-4
CC(C)C(=O)N[C@@H]1c2ccccc2CC[C@H]1OCc1ccccc1,-7
COC(=O)C1=C(C)NC(=S)NC1c1ccc(Br)cc1 (stereo unspecified),-6
COc1ccc(OC)c(CN2C(=O)c3ccccc3C2c2nnnn2C2CCCC2)c1 (stereo unspecified),-6
Cc1ccc(S(=O)(=O)CCC(=O)OCc2nnc(-c3ccc([N+](=O)[O-])cc3)o2)cc1,-2
CC1(C(=O)NCc2ccccc2Br)CCN1C(=O)CCc1ccc(Cl)cc1Cl (stereo unspecified),-5
CCN(CC(=O)Nc1c(F)cccc1F)C(=O)c1ccc(=O)n(C)n1,-6
COc1ccc(NC(=O)C2Cc3c(-c4cccc(C(C)=O)c4)ccnc3O2)cc1 (stereo unspecified),0
NC(c1csc(Nc2ccc(C(=O)NCCO)cc2)n1)C1CCCCC1 (stereo unspecified),-4
O=C(Cc1ccc([N+](=O)[O-])cc1)NCCS(=O)(=O)N1CCN(c2ccccc2)CC1,-3
CCc1cccc(CC)c1N1C(=O)CSCC1=O,-7
CCCCC(=O)N(C)c1c(CC)nc2c(OCC3CCCCC3)cccn12,-9
CC(=O)OC1CCC2(C)C(CCC3C2CC(=NO)C2(C)C(C(C)OC(C)=O)CCC32)C1 (stereo unspecified),-5
C[C@@H]1CN(S(=O)C(C)(C)C)[C@@H](CCO)/C1=C\CCO (stereo partly specified),-5
CN(C)C(=O)CNc1ccn2nc(-c3cccc(Cl)c3)cc2n1,-7
CC[C@H](C)[C@@H](N)C(=O)NC[C@H]1O[C@@H](n2cnc3c(=O)[nH]c(N)nc32)[C@H](O)[C@@H]1O,-4
CC1(C(=O)NCc2ccccc2)CSCC(=O)N1CCCn1ccnc1 (stereo unspecified),-5
CCN=C1NC(c2ccccc2C(F)(F)F)C(C(=O)OC)=C(C)N1C (stereo unspecified),-7
COc1oc(C(=O)NC2CCCCC2)c(-c2ccc(Cl)cc2)c1S(=O)(=O)c1ccccc1,-1
CCc1nc2ccc(C(=O)Nc3ccc(C(N)=O)cc3)cn2c1N(C)CCC(C)C,-5
O=C1NC(c2ccccc2)(c2ccccc2)C(=O)N1CNc1ccccn1,-7
COc1ccc([C@H]2CC(=O)C[C@@H](CCn3cc(-c4nccn4C)nn3)O2)cc1,-2
O=[N+]([O-])c1ccccc1C=NN1CCCCCC1,-5
O=C(Nc1cccc(C(=O)N2CCCCC2)c1)C1CC1,-2
Cc1ccc(C(=O)OCC(=O)NCc2cccc(Cl)c2)cc1S(=O)(=O)N1CCCCC1,-3
CN(C)c1ccc(-c2csc(C(O)c3ccccc3)n2)cc1 (stereo unspecified),-6
NC(Cc1ccccc1)c1csc(Nc2ccc(C(=O)NCCCO)cn2)n1 (stereo unspecified),-3
CC[C@H](C)[C@@H](CO)NC(=O)[C@H]1O[C@@H](n2ccc(=O)[nH]c2=O)[C@H](O)[C@@H]1O,-5
O=C(NCc1ccccn1)C1CCN(C2CCN(Cc3cccc(F)c3)CC2)CC1,-4
C[C@H](NC(=O)c1ncn2c1C(=O)NC[C@H]2C)c1ccccc1,-5
O=C(NCc1cccc(Cl)c1)C1Cc2c(-c3ccc(Cl)cc3)ccnc2O1 (stereo unspecified),2
CN(c1ccccc1)S(=O)(=O)CS(=O)(=O)N(C)c1ccccc1,-2
COC(=O)[C@]12CCCCC=C1N(Cc1ccc(Cl)cc1Cl)C(=O)[C@H](CC(=O)NCc1cccc(C(F)(F)F)c1)C2,-6
CN(c1ccccc1)S(=O)(=O)c1ccc(C(=O)NCc2ccccc2CN2CCCC2)cc1,-3
CCOC(=O)C1=C(COC(=O)c2ccc(Br)c(S(=O)(=O)N3CCOCC3)c2)NC(=O)NC1C (stereo unspecified),-3
OCC1OC(O)CC(O)C1O (stereo unspecified),4
COc1ccc(CCNC(=O)COC(=O)C2=NNC(=O)CC2)cc1,-7
O=C1NN=C(c2ccccc2)C1Cc1ccccc1 (stereo unspecified),-9
CCOc1ccc(C(=O)NCC(=O)Nc2ccc3c(c2)OCO3)cc1OCC,-3

# Some of the compounds tested; the hit share may differ from the screen's.
